Source: PubChem BioAssay (National Center for Advancing Translational Sciences (NCATS))
KB-3-1 tox – kills parental KB-3-1 adenocarcinoma cells; Potency, µM (highest dose often 46.1 µM), without a hit: at the highest dose activity change, negative = cytotoxic, most hits filed as cytotoxic; 400,000 compounds, 1.4% hits; KB-3-1 viability, CellTiter-Glo ATP luminescence, 72 h; further: on the % scale 0 is the no-effect control and ±100 the full control effect; nearly all actives have a fitted effect of over 60% in size
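Multi-concentration cytotoxicity screen in KB-3-1 cells grown in DMEM lacking phenol red with 10% FBS. After 72 h at 37 °C with compound, ATP-dependent luminescence was recorded.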
HT1080 IDH1KD tx – toxicity to HT-1080 IDH1 knockdown cells (counter line) | AID 686971 | 360,000 compounds, 2% hits | Potency, µM (doses to about 46.1 µM), without a hit: at the highest dose activity, negative = toxicity, most hits filed as cytotoxic | HT-1080 IDH1 knockdown viability, ATP luminescence, 48 h;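 further: 0% = DMSO wells and -100% = cell-free medium wells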
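Assay cells: HT-1080 with IDH1 knockdown, 750 per well, RPMI/5% FBS. Exposure: 48 h at 37 °C following 2 h pre-incubation. Read: CellTiter-Glo luminescence; fitted concentration-response, curve class assigned.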
GLP1R ag – activates the human GLP-1 receptor; AID 624172; P43220; HEK293 GLP-1R CRE-luciferase, luminescence, 4-6 h; cells express a hypersensitive GLP-1R form; Potency, µM (series often up to 45.6 µM), for inactives: at the top dose activation, usual class: activators; 380,000 compounds, 0.007% hits; further: % of control where 0% means no effect
Target sequence (P43220 whole entry, looked up): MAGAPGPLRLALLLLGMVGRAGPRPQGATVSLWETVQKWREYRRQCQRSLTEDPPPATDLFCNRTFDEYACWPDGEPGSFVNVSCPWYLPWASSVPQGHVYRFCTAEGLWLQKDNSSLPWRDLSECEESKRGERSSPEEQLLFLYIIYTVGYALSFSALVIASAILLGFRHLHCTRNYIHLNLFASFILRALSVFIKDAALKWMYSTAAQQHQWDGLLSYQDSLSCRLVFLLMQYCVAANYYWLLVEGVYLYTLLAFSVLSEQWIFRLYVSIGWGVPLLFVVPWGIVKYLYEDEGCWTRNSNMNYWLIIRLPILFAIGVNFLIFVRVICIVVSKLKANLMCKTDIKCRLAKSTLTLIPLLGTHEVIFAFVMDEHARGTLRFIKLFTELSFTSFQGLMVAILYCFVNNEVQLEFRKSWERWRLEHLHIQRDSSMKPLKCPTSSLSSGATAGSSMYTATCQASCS
HT1080-NT tox – kills 2HG-producing HT-1080-NT fibrosarcoma cells. HT-1080-NT fibrosarcoma viability, CellTiter-Glo ATP luminescence, 48 h. Potency, µM (doses to about 46.1 µM), without a hit: at the top dose activity, negative = less viability, most hits filed as cytotoxic. 360,000 compounds, 1.6% hits. AID 686970;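 further: NT is the 2HG producing partner of a matched IDH1 knockdown line; 0% = DMSO-treated cells and -100% = media-only wells without cells; nearly all actives have a fitted effect of over 55% in size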
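HT-1080-NT fibrosarcoma cells (2HG-overproducing), 750 cells/well in RPMI with 5% FBS, dosed after 2 h and incubated 48 h at 37C. CellTiter-Glo luminescence normalized to DMSO and no-cell wells; concentration-response curves fitted and classed.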
SW480 rereplic – DNA re-replication induction in SW480 cells | Potency, µM (titrated, usually from 46.1 µM), without a hit: at the top dose re-replication activation, usual class: activators | 340,000 compounds, 1.8% hits | SW480 DNA re-replication, Hoechst DNA content imaging, 48 h | AID 624297; further: % of control where 0% means no effect; nearly all actives have a fitted effect of over 55% in size
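Treated cells incubate 48 hr (37 C, 5% CO2), are stained 40 min with Hoechst, and nuclear fluorescence is enumerated; a rise in nuclei with high DNA signal marks re-replication.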
GLP-1R inv ag – GLP-1 receptor (human) inverse agonism. 410,000 compounds, 1.6% hits. AID 624417. Potency, µM (top dose mostly 38.3 µM), for inactives: at the top dose activity change, negative = inhibition, most hits filed as inhibitors. HEK293 GLP-1R CRE-luciferase, luminescence, 24 h; GLP-1R form is constitutively active; further: on the % scale 0 is the no-effect control and ±100 the full control effect; nearly all actives have a fitted effect of over 55% in size
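HEK293 cells stably co-expressing a cAMP-responsive luciferase reporter and constitutively active GLP-1R were seeded, incubated 12 h, then exposed to compounds for 24 h at 37 C. Luminescence was read 12 min after detection reagent; inverse agonists lower signal.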
HEK293 tox – cytotoxic in the GLP-1 receptor inverse agonist counter-screen; HEK293 cAMP-luciferase reporter cells, luminescence, 24 h; Potency, µM (series often up to 38.3 µM), for the others: at the highest dose activity change, negative = inhibition, actives largely listed as inhibitors; 410,000 compounds, 0.13% hits; AID 624418;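 further: loss of luciferase light is scored as toxicity; on the % scale 0 is the no-effect control and ±100 the full control effect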
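Seeding density was 200 cells/uL; after overnight-length (12 h) culture, 23 nL compounds went on for 24 h at 37 °C. Readout used a luciferase detection reagent, luminescence taken after 12 min at room temperature.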
KB-V1 cytotox – kills drug-selected multidrug resistant KB-V1 cells; KB-V1 MDR cells viability, CellTiter-Glo, 72 h; Potency, µM (doses to about 46.1 µM), inactives show top-dose activity change, negative = cytotoxicity, hits mostly cytotoxic; 400,000 compounds, 3.4% hits; AID 1347076; further: on the % scale 0 is the no-effect control and ±100 the full control effect; nearly all actives have a fitted effect of over 60% in size
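In this primary screen, KB-V1 cells overexpressing P-gp are incubated with library compounds (lowest to highest concentration) for 72 h at 37 degrees C before a luminescent ATP viability read.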
TDP43 rescue – rescues yeast growth from TDP-43 toxicity | TDP-43 expressing yeast growth rescue, BacTiter-Glo, 24 h | Potency, µM (series often up to 46.1 µM), for inactives: at the highest dose growth rescue (activation), usual class: activators | 410,000 compounds, 1.8% hits; further: % of control where 0% means no effect; nearly all actives have a fitted effect of over 50% in size
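In this qHTS, compounds that restore growth of yeast expressing TDP-43 appear as activators. Cells (OD600=0.02, galactose medium, raffinose-pregrown) are incubated with compound 24 hr at 30 deg C and growth is quantified by BacTiter-Glo.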
* marks the source's active call; other numbers are inactive results; ? = inconclusive; / = no result given; & = joins results of further samples; [ ] = remark or other dose. The call rests on the fitted dose curve; in most records, active means well fitted curve in the direction sought with a large enough effect; inconclusive means small, poorly fitted or top-dose-only effect, or another doubt; inactive means no such curve, though single readings can be large; an effect the other way counts as inactive or inconclusive. Potency means the concentration at half of the fitted maximal effect.

[1] CC(C)CC(COCc1ccc(Cl)cc1)N1CCN(C(=O)c2ccc(C(F)(F)F)cc2)CCC1=O (stereo not given)
[2] CCCCn1c(SCC(=O)OCC)nc2c(sc(=S)n2-c2ccccc2OC)c1=O
[3] COC(=O)C(CCSC)NC(=O)c1cn(-c2ccc(OC)cc2)c(=O)c2ccccc12 (stereo not given)
[4] CCOC(=O)Cc1csc(NC(=O)c2sc3nc4cc(C)ccc4cc3c2N)n1
[5] C[C@H](CO)N1C[C@H](C)[C@@H](CN(C)Cc2ccccc2)Oc2c(NS(=O)(=O)c3ccccc3)cccc2C1=O
[6] Cc1cccc(Cc2cnc(NC(=O)c3ccc(C)o3)s2)c1
[7] CCn1c(N2CCN(C(c3ccccc3)c3ccccc3)CC2)nc2c1c(=O)[nH]c(=O)n2C
[8] CCC(C)NC(=O)C1c2ccccc2C(=O)N1Cc1ccc(F)cc1 (stereo not given)
[9] COc1ccc2c(CCNC(N)=S)c[nH]c2c1
[10] CC(=O)N1CCc2cc(S(=O)(=O)CCC(=O)Nc3c(C)n(C)n(-c4ccccc4)c3=O)ccc21

Assay by compound	1	2	3	4	5	6	7	8	9	10
KB-3-1 tox	18µM*	4%	19%	-7%	3%	?	-8%	7%	6%	-4%
HT1080 IDH1KD tx	?	1%	16%	?	4%	?	17%	2%	0%	10%
GLP1R ag	-3%	16%	-2%	-2%	-1%	1%	-5%	7%	2%	-10%
HT1080-NT tox	?	-4%	-2%	?	5%	-4%	-6%	3%	0%	4%
SW480 rereplic	28%	-9%	10%	-4%	-4%[9.22 µM]	6%	?	3%	0%	-5%
GLP-1R inv ag	?	?	-3%	1%	9%	?	20%	2%	5%	13%
HEK293 tox	-10%	-1%	3%	-1%	-3%	-16%	-11%	4%	-15%	-9%
KB-V1 cytotox	21µM*	-19%	?	17%	-4%	0%	?	-1%	?	11%
TDP43 rescue	?	13µM*	-6%	17%	1%	?	3%	-5%	-20%	12%

Quoted from above, nos. 4 to 10
[4] CCOC(=O)Cc1csc(NC(=O)c2sc3nc4cc(C)ccc4cc3c2N)n1
[5] C[C@H](CO)N1C[C@H](C)[C@@H](CN(C)Cc2ccccc2)Oc2c(NS(=O)(=O)c3ccccc3)cccc2C1=O
[6] Cc1cccc(Cc2cnc(NC(=O)c3ccc(C)o3)s2)c1
[7] CCn1c(N2CCN(C(c3ccccc3)c3ccccc3)CC2)nc2c1c(=O)[nH]c(=O)n2C
[8] CCC(C)NC(=O)C1c2ccccc2C(=O)N1Cc1ccc(F)cc1 (stereo not given)
[9] COc1ccc2c(CCNC(N)=S)c[nH]c2c1
[10] CC(=O)N1CCc2cc(S(=O)(=O)CCC(=O)Nc3c(C)n(C)n(-c4ccccc4)c3=O)ccc21

Assay by compound	4	5	6	7	8	9	10
KB-3-1 tox	-7%	3%	?	-8%	7%	6%	-4%
HT1080 IDH1KD tx	?	4%	?	17%	2%	0%	10%
GLP1R ag	-2%	-1%	1%	-5%	7%	2%	-10%
HT1080-NT tox	?	5%	-4%	-6%	3%	0%	4%
SW480 rereplic	-4%	-4%[9.22 µM]	6%	?	3%	0%	-5%
GLP-1R inv ag	1%	9%	?	20%	2%	5%	13%
HEK293 tox	-1%	-3%	-16%	-11%	4%	-15%	-9%
KB-V1 cytotox	17%	-4%	0%	?	-1%	?	11%
TDP43 rescue	17%	1%	?	3%	-5%	-20%	12%

(cont.)
[11] C=CCn1c(-c2cccc(Cl)c2)n[nH]c1=S
[12] COc1ccc(C2CC(c3ccccc3OC(=O)/C=C/c3ccccc3)=NN2C(C)=O)cc1 (stereo not given)
[13] CCN(CC)CCNC(=O)/C(=C/c1cn(C)c2ccccc12)NC(=O)c1ccc(OC)c(OC)c1
[14] Cc1ccc(NC(=O)CSc2ncn[nH]2)cc1S(=O)(=O)N1CCOCC1
[15] Cc1ccccc1NC(=O)c1cccc(N2C(=O)C3CCCCC3C2=O)c1 (stereo not given)
[16] Cc1cc(C(=O)NC(=S)Nc2ccccc2N2CCOCC2)ccc1[N+](=O)[O-]
[17] CCCCCSc1ncnc2c1sc1nc(N3CCOCC3)c3c(c12)CCCC3
[18] CCC(CC)N1CCN(C(=O)c2cc(OC)c(OC)c(OC)c2)CC1
[19] CCN(CC)c1ccc(N/C(N)=N/c2nc(C(F)(F)F)cc(=O)[nH]2)cc1
[20] CS(=O)(=NS(=O)(=O)c1ccc(Cl)cc1)c1ccccc1 (stereo not given)

Assay by compound	11	12	13	14	15	16	17	18	19	20
KB-3-1 tox	-2%	-6%	11%	-1%	5%	?	10%	1%	1%	2%
HT1080 IDH1KD tx	4%	-15%	-1%	0%	-1%	8%	/	-5%	-1%	16%
GLP1R ag	-9%	5%	8%	-7%	2%	-1%	/	-4%	4%	-8%
HT1080-NT tox	16%	1%	-6%	-10%	-10%	2%	/	0%	14%	-5%
SW480 rereplic	-3%[9.22 µM]	-5%	-7%	-17%[1.84 µM]	-7%	-4%	/	?	?	?
GLP-1R inv ag	?	?	?	1%	8%	?	4%	10%	1%	7%
HEK293 tox	?	10%	-1%	0%	0%	-21%	-6%	1%	2%	7%
KB-V1 cytotox	-20%	-16%	31%	8%	1%	-3%	22%	19%	-8%	7%
TDP43 rescue	?	-1%	-5%	/	-12%	2%	5%	1%	-10%	5%

[21] O=C(NCC1CC1)c1ccc(-n2ccnc2)c2ccoc12
[22] CC(=O)Nc1ccc(NC(=O)C2CCCN2S(=O)(=O)c2cccc3nsnc23)cc1 (stereo not given)
[23] CCOc1ccccc1Nc1ncnc2ccccc12
[24] COc1ccc(CCNC(=O)CC(NS(=O)(=O)c2ccc(NC(C)=O)cc2)C(C)C)cc1OC (stereo not given)
[25] CC(NC(=O)c1cc(S(=O)(=O)N2CCOCC2)ccc1N1CCCC1)c1ccc(Cl)c(Cl)c1 (stereo not given)
[26] CC(C)N1CC2=C(C1=O)C(c1ccc(O)cc1)NC(=O)N2C (stereo not given)
[27] CCC1CCCCN1C(=O)Cn1c(C(=O)OC)cc2sc(Cl)cc21 (stereo not given)
[28] O=C(CSc1nncs1)Nc1ccc(N2CCCCC2)cc1
[29] COc1cc(C=NNc2ccccc2[N+](=O)[O-])cc(OC)c1OC
[30] CO/N=C/c1ccc(N2CCN(C(=O)c3ccc(F)cc3)CC2)c([N+](=O)[O-])c1

Assay by compound	21	22	23	24	25	26	27	28	29	30
KB-3-1 tox	0%	-2%	-7%	-2%	-2%	14%	0%	?	-6%	-17%
HT1080 IDH1KD tx	20%	1%	-1%	0%	-17%	0%	3%	-6%	6%	-13%
GLP1R ag	13%	17%	6%	7%	-4%	-3%	-4%	2%	-2%	0%
HT1080-NT tox	?	2%	-8%	-1%	-9%	8%	8%	6%	2%	6%
SW480 rereplic	/	-7%	-1%	-2%	3%	-2%	0%	-5%	/	-3%
GLP-1R inv ag	25%	75%[activator]	-21%	0%	?	19%	3%	5%	-2%	?
HEK293 tox	2%	4%	-8%	2%	2%	-8%	-12%	-12%	-1%	-8%
KB-V1 cytotox	24%	7%	0%	23%	-8%	19%	-25%	16µM*	-3%	16µM*
TDP43 rescue	1%	-18%[0.397 µM]	-8%	-24%	13%	-5%	-11%	?	16%	21%

[31] CC1(C)CC(NC(=O)c2ccc(Cl)c(Cl)c2)CC(C)(C)N1
[32] CCOc1ccc(OCC)c(NC(=O)CSc2nnc(C3CC3)n2CC)c1
[33] O=C(N[C@@H](Cc1ccccc1)C(=O)OCc1ccccc1)c1nc[nH]c1C(=O)N1CCc2ccccc2C1
[34] Cc1ccc(C)c(NC(=S)NC23CN4CN(CN(C4)C2)C3)c1
[35] CNC(=O)c1c(NC(=O)/C=C/c2ccccc2Cl)sc2c1CCC2
[36] CCN1CCN(CCCNC(=O)CN2C(=O)c3cccnc3Oc3ccc(Cl)cc32)CC1
[37] Cc1cccc(N2CCN(S(=O)(=O)c3c(C)nc4scc(C)n4c3=O)CC2)c1C
[38] NC(=O)c1ccccc1-c1nc(-c2ccccc2)no1
[39] CC(C)C(NS(=O)(=O)c1cccc2nsnc12)C(=O)NC1CCCCC1C (stereo not given)
[40] Cc1ccc(C(=O)N2CCCC(Nc3cccc(F)c3)C2)cc1N1CCNC1=O (stereo not given)
[41] COc1ccc(OC(=O)c2ccncc2)cc1

Assay by compound	31	32	33	34	35	36	37	38	39	40	41
KB-3-1 tox	-13%	-2%	2%	0%	0%	-3%	-15%&-7%	8%	-6%	?	-11%
HT1080 IDH1KD tx	2%	-2%	-6%	0%	/	17%	-20%	5%	-3%	2%	-14%
GLP1R ag	2%	15%	9%	0%	8%	9%	16%	-9%	-4%	-4%	0%
HT1080-NT tox	0%	-1%	-3%	8%	/	-3%	-11%	16%	0%	7%	-2%
SW480 rereplic	-2%	2%	4%[9.22 µM]	-2%	/	2%	-24%	0%	-4%	3%	-6%
GLP-1R inv ag	?	6%	0%	0%	4%	22%	?	13%	8%	-4%	0%
HEK293 tox	7%	-5%	21%	-5%	6%	3%	-8%&-8%	-16%	1%	16%	-12%
KB-V1 cytotox	0%	8%	1%	5%	0%	-3%	?	4%	-17%	2%	0%
TDP43 rescue	14%	0%	19%	17%	12%	-11%	19%&4%	12%	-25%	-16%	27%
